Rv3671c protease: Rv3671c serine protease inhibitors, primary screen, biochemical, fluorescence polarization, M. tuberculosis H37Rv | P9WHR9 | inhibition, % at 5.96 µM | hit rate 0.048% among 320,000 | AID 2606, 2010; in the data active means inhibition above about 38%;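 further: extracellular domain of Rv3671c used as enzyme; 0% = enzyme with DMSO and 100% = no enzyme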
Target sequence (P9WHR9 whole entry, looked up, the tested form may be a part): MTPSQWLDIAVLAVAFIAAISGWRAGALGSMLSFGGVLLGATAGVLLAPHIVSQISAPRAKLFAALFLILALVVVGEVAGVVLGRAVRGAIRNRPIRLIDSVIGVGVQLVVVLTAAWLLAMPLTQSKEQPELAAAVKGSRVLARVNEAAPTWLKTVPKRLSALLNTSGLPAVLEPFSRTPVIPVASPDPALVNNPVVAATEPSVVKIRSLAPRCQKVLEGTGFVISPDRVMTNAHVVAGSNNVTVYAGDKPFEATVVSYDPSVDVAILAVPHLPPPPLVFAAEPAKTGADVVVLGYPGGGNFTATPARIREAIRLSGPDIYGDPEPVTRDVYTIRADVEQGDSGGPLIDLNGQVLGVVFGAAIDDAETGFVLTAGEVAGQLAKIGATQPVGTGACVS
Y pestis TopoI: Yersinia pestis topoisomerase I inhibitors, primary screen, biochemical, cleavage product accumulation, plate reader, single point; Y. pestis Topo-I cleavage product accumulation; activity, % at 10 µM; hit rate 0.064% among 360,000; AID 504884, 2011; in the data active means activity above about 50%, passing the limit was not always enough; further: inactives centre near 2
TcdB inh: TcdB glycohydrolase inhibitors, primary screen, biochemical, single point, plate reader | Toxin B (Clostridioides difficile), P18177 | TcdB glycohydrolase enzymatic assay | inhibition, % at 9.99 µM | hit rate 0.24% among 350,000 | AID 652162, 2013; in the data active means inhibition above about 10%
DUSP3 inh: VHR1 phosphatase inhibitors, primary screen, biochemical, absorbance, uHTS | inhibition, % at 13.3 µM | hit rate 0.52% among 290,000 | recombinant VHR phosphatase, pNPP absorbance; in the data active means inhibition above about 50%; further: some compounds called inactive have numbers as strong as hits
Target sequence (P51452 whole entry, looked up): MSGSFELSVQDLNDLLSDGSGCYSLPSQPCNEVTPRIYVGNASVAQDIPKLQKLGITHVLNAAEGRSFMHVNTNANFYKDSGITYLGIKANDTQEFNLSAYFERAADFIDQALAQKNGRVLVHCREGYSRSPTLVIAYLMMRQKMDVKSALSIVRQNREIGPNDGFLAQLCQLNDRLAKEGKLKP
BH1578 lux ind: inducers of Vibrio cholerae quorum light production without autoinducers, primary screen, BH1578 luxS cqsA deficient, single point; V. cholerae BH1578 lux reporter, luminescence, 6 h; activation, % at 18.7 µM; hit rate 0.16% among 350,000; AID 588436, 2011; in the data active means activation mostly above about 9.7%, no sharp cut-off; further: not every result past the cut was called active; inactives centre near 0; reference of the scale not given here
3CLpro inhibitor: SARS-CoV 3CLpro protease inhibitors, primary screen, biochemical, quenched FRET; recombinant SARS-CoV 3CLpro, quenched FRET peptide cleavage; Replicase polyprotein 1ab (Severe acute respiratory syndrome coronavirus), P0C6X7; inhibition, % at 6 µM; hit rate 0.14% among 290,000; in the data active means inhibition above about 12%
MazF activator: activators of E. coli MazEF toxin-antitoxin RNase, primary screen, biochemical, fluorescence, uHTS; FAM/BHQ RNA-DNA oligo cleavage fluorescence, 5 h; activation, % at 20 µM; hit rate 0.32% among 350,000; in the data active means activation above about 50%
Target sequence (P0AE70 whole entry, looked up): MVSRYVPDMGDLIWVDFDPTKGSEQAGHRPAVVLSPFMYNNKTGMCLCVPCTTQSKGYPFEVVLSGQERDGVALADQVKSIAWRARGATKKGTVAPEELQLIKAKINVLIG
CCHFV vOTU inh: CCHFV vOTU protease inhibitors, primary screen, biochemical, Pep-AMC substrate, fluorescence | Crimean-Congo hemorrhagic fever virus L polyprotein viral ovarian tumor (vOTU) protease … | inhibition, % at 11.5 µM | hit rate 0.55% among 370,000 | AID 651958, 2012; in the data active means inhibition above about 30%; further: 0% = vehicle wells with enzyme and 100% = no enzyme wells
PriA SSB inh: inhibitors of Klebsiella pneumoniae PriA binding to SSB C-terminal tail, primary screen, biochemical, AlphaScreen | PriA–SSB C-terminal tail interaction (Klebsiella pneumoniae) | AlphaScreen SSBct-PriA binding, biotinylated peptide | inhibition, % at 33 µM | hit rate 0.6% among 430,000 | AID 1272365, 2023; in the data active means inhibition mostly above about 37%, no sharp cut-off; inactive means mostly below about 20%;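 further: plate controls were negative control peptide for no effect and reference peptide for full effect; strong numbers were not always called active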
PrPC TRFRET: inhibitors of human cell surface prion protein PrPC, primary screen, cell-based, TR-FRET; Major prion protein (Homo sapiens), P04156; TR-FRET read-out; inhibition, % at 13.8 µM; hit rate 0.43% among 370,000; in the data active means inhibition above about 24%; further: 0% = median of the test wells and 100% = reference compound wells
Active calls of the source: *; i = inactive; / = no result given; & = joins results of further samples. A portion of the library (hit frequency here may not be typical).

structure,Rv3671c protease,Y pestis TopoI,TcdB inh,DUSP3 inh,BH1578 lux ind,3CLpro inhibitor,MazF activator,CCHFV vOTU inh,PriA SSB inh,PrPC TRFRET
Cc1oc2c(C)c3oc(=O)c(CCC(=O)NCCCN4CCOCC4)c(C)c3cc2c1C,-0.2,11.4,2.9,32.8,-0.5,-2.2,13.7,-23.8,-8.0,-3.9
C/C(Cn1cnc([N+](=O)[O-])n1)=N\NC(=O)c1cccc(F)c1,1.4,-2.0,/,-1.0,i,0.1,2.6,-11.6,/,7.2
CCO/C=C1/C(=O)N(c2ccc(OC)cc2)C(=O)c2ccccc21,-9.7,5.8,-1.0,8.3,-0.6,2.3,5.6,7.4,-5.7,6.7
NS(=O)(=O)c1cccc(C(=O)OCC(=O)NC2CCCc3ccccc32)c1 (stereo unspecified),-0.3,6.8,-2.0,/,i,/,-2.0,4.4,-2.0,3.6
Cc1ccc(C(=O)Nc2ccc3c(c2)CCC3)cc1S(=O)(=O)N1CCOCC1,-21.2,29.9,0.8,17.6,-0.3,4.7,-9.4,-11.0,9.4,9.7
COc1ccccc1-n1c(=S)[nH]c2c(sc(=S)n2-c2ccccc2C)c1=O,-1.2,4.8,1.4,29.0,-0.1,-0.4,-20.5,11.1,12.6,4.8
CCOC(=O)c1[nH]c2cc(OC)c(OC)cc2c1NC(=O)CN(C)C1CCCCC1,0.9,13.4,/,17.3,i,-1.0,-11.6,-14.3,20.2,11.5
CCCc1nnc(NC(=O)CCC(=O)N2CCCCC2)s1,-11.3,-6.2,1.3,14.2,2.2,-5.3,14.0,3.6,-8.5,-4.8
CCOC(=O)CSc1nnc(-c2ccc(NS(=O)(=O)c3ccc(C)cc3)cc2)o1,-13.5,4.9,/,-12.4,-0.1,1.0,-0.9,0.4,-15.4,-3.0
COc1cccc(CN2CCN(S(=O)(=O)c3ccc(Br)cc3)CC2)c1,-8.1,22.4,-1.1,18.8,2.6,2.8,-2.8,13.2,-9.2,3.6
COc1ccc(/C=N/Nc2cc(C)nc(N)n2)cc1,11.4,-3.7,/,5.7,-1.7,-2.5,4.3,1.5,/,-11.0
Cc1ccc(O)c(NC(=S)NC(=O)c2ccccc2Cl)c1,0.5,-4.6,0.7,-7.7,-0.4,7.3,-3.9,0.3,12.7,-2.6
COc1ccccc1OC(=O)c1cc(Cl)nc2ccccc12,-3.0,22.6,/,-0.9,i,-5.7,-12.3,-3.7,-16.5,1.1
Cc1cc(OC(=O)c2ccc(S(=O)(=O)N3CCOCC3)cc2)c([N+](=O)[O-])c(=O)[nH]1,/,3.8,1.1,10.3,1.4,-6.0,4.4,0.8,-10.2&-13.0,0.4
COc1ccc(-c2cc(C(F)(F)F)nc(N3CCCCC3)n2)cc1OC,-8.1,8.0,/,6.0,i,1.1,-2.2,0.6,-47.3,-3.7
O=C(CSc1n[nH]c(-c2ccncc2)n1)NC1CCS(=O)(=O)C1 (stereo unspecified),-6.1,-5.0,/,7.2,0.3,1.2,-9.8,-25.3,-14.0,-5.7
CC1CN(C(=O)C2CCCCC2)C(C)CN1C(=O)C1CCCCC1 (stereo unspecified),-0.9,-6.2,/,-13.1,i,-0.6,-9.5,-3.6,-7.4,-7.2
COc1ccc(C(=O)C2CN(C)CC2C(=O)c2ccc(OC)cc2)cc1 (stereo unspecified),-4.8,12.2,/,-19.8,i,0.1,0.4,4.9,-7.9,-8.2
N=C1CCCC1C(=S)SCCC(N)=O (stereo unspecified),/,-3.0,3.2,/,-0.2,/,4.2,8.6,/,0.1
O=C(NCCc1ccco1)C(=O)NCC1CCCN1S(=O)(=O)c1ccccc1 (stereo unspecified),3.7,8.6,1.9,/,-0.2,/,-9.6,0.8,2.0&-5.6,0.4
Cc1ccc(/C=C2\SC(=S)N(CCC(=O)Nc3ccc(O)cc3)C2=O)cc1,-2.9,4.0,-1.1,6.0,i,-2.5,-26.0,17.0,-17.0,0.1
CC(C)[C@H](NC(=O)N1CCn2c1nc1ccccc12)C(=O)NCc1ccco1,1.9,8.0,-0.3,0.4,-2.2,1.6,5.5,3.3,0.5,5.6
CCC(COC(=O)NC)NC(=O)Oc1ccccc1 (stereo unspecified),6.0,2.2,/,7.1,-1.3,-4.3,-10.3,-5.6,-15.0,-0.4
CCOC(=O)C1CCN(C(=O)COC(=O)/C=C/c2cccc(OC)c2OC)CC1,-5.4,10.6,2.5,/,i,/,3.1,-13.9,3.1,-6.7
CSc1ncccc1C(=O)N(C)CC(=O)Nc1ccc(Cl)cc1,4.2,-6.2,-0.2,6.7,-4.0,0.8,-15.0,-5.7,8.4,2.9
CCN(CC(=O)Nc1ccc(NC(C)=O)cc1)C(=O)CN1C(=O)NC2(CCCC2)C1=O,-1.5,4.7,1.0,/,-0.4,/,-0.5,9.6,-4.9,0.8
CC(OC(=O)c1cc2ccccc2cc1O)C(=O)Nc1ccc(S(N)(=O)=O)cc1 (stereo unspecified),-22.3,4.7,-2.4,-13.4,-0.4,3.8,5.9,7.7,-10.9,-2.5
CC1(C)CC(NC(=O)Cc2ccccc2)CC(C)(C)N1,1.9,-0.5,1.7,8.1,-0.3,0.2,-17.1,-0.5,-11.7,-6.4
CCCCCC(=O)N1CC2(C)CN(C(=O)CCCCC)CC(C)(C1)C2=O,3.4,4.6,/,9.0,0.3,-2.5,3.0,3.1,6.6,-0.6
CN(c1ccccc1)S(=O)(=O)c1ccc(NC(=O)c2ccccc2)cc1,-35.7,-4.0,/,-4.8,-0.4,3.3,3.9,10.9,-3.3,-2.6

Reprinted at random: five compounds from above
structure,Rv3671c protease,Y pestis TopoI,TcdB inh,DUSP3 inh,BH1578 lux ind,3CLpro inhibitor,MazF activator,CCHFV vOTU inh,PriA SSB inh,PrPC TRFRET
COc1ccc(-c2cc(C(F)(F)F)nc(N3CCCCC3)n2)cc1OC,-8.1,8.0,/,6.0,i,1.1,-2.2,0.6,-47.3,-3.7
CCCc1nnc(NC(=O)CCC(=O)N2CCCCC2)s1,-11.3,-6.2,1.3,14.2,2.2,-5.3,14.0,3.6,-8.5,-4.8
COc1ccc(C(=O)C2CN(C)CC2C(=O)c2ccc(OC)cc2)cc1 (stereo unspecified),-4.8,12.2,/,-19.8,i,0.1,0.4,4.9,-7.9,-8.2
CSc1ncccc1C(=O)N(C)CC(=O)Nc1ccc(Cl)cc1,4.2,-6.2,-0.2,6.7,-4.0,0.8,-15.0,-5.7,8.4,2.9
NS(=O)(=O)c1cccc(C(=O)OCC(=O)NC2CCCc3ccccc32)c1 (stereo unspecified),-0.3,6.8,-2.0,/,i,/,-2.0,4.4,-2.0,3.6

The results go on.
structure,Rv3671c protease,Y pestis TopoI,TcdB inh,DUSP3 inh,BH1578 lux ind,3CLpro inhibitor,MazF activator,CCHFV vOTU inh,PriA SSB inh,PrPC TRFRET
C[C@@H]1CN([C@@H](C)CO)C(=O)c2cc(NC(=O)c3ccncc3)ccc2O[C@@H](C)CCCCO[C@@H]1CN(C)C(=O)Cc1ccccc1,/,18.6,1.1&0.4,/,-0.5,/,5.7,-6.8,/,5.7
COc1ccc(CCNC(=O)c2nc3ncccn3n2)cc1OC,4.0,0.7,/,2.9,-1.7,-6.8,3.5,-0.5,1.7,6.2
S=C(NCCc1ccccc1)N1CCN(C(=S)NCCc2ccccc2)CC1,/,24.2,1.1,/,-0.8,/,-10.1,-6.2,-18.8,1.4
O=c1cc(O)c2ccccc2n1Cc1ccccc1Cl,-0.5,1.3,1.3,3.1,i,2.1,-31.8,-14.6,-1.3,-0.3
CCCn1c(N)c(Sc2ccccc2)c(=O)n(CCC)c1=O,5.6,-0.3,/,2.6,i,-1.7,5.7,-3.6,-0.9,4.0
COc1ccc(N2C(=O)CSC2c2ccncc2)cc1 (stereo unspecified),-1.2,-0.6,/,-5.7,-0.7,-3.6,-6.2,-12.7,-8.0,-1.2
C[C@H]1CN([C@@H](C)CO)C(=O)CCCn2nncc2CO[C@@H]1CN(C)Cc1ccc(-c2ccccc2)cc1,/,8.5,0.5&0.6,/,-0.6,/,9.6,4.5,/,-3.8
CCOC(=O)C1C(C(=O)NN)C1C(=O)Nc1ccccc1 (stereo unspecified),-2.2,-6.0,0.7,16.6,-0.3,0.4,4.9,-1.4,0.9,6.0
Cc1ccc(Nc2nc(-c3ccc(S(=O)(=O)N4CCOCC4)cc3)cs2)cc1,1.2,3.4,/,/,-2.8,5.7,4.8,3.0,-11.5,1.6
CC(=O)Nc1ccc(NC(=O)C2CCCN(c3nnc(-n4cccc4)s3)C2)cc1 (stereo unspecified),-11.7,5.3,/,13.1,i,-8.1,-8.1,18.1,-2.3,0.9
COc1ccc(CCNC(=O)c2ccc3c(c2)SC2=NS(=O)(=O)CCN23)cc1,3.7,-3.5,0.7,37.7,-0.1,-1.4,9.1,5.8,-6.8,1.1
CC1(C)CC2CC(C)(CN2S(=O)(=O)c2ccc(C(=O)Nc3ccc(Cl)c(S(=O)(=O)N4CCOCC4)c3)cc2)C1 (stereo unspecified),-9.3,11.3,/,6.4,2.8,5.7,-3.5,-3.8,-5.3,3.7
Cc1nn(-c2ccccc2)c(C)c1C(=O)N1CCN(S(=O)(=O)c2ccccc2)CC1,3.2,2.6,1.8,/,1.4,/,6.5,17.3,-1.8,-7.6
CN(C(=O)c1ccc(NC(=O)Cc2ccc(NC(=O)C3CCN(C(=O)C4CCCCC4)CC3)cc2)cc1)C1CCCC1,/,18.1,0.8,/,-2.8,/,0.4,0.7,-7.1,0.4
OC(CN1CCC(Cc2ccccc2)CC1)C(F)(F)F (stereo unspecified),-1.2,2.2,0.6,17.0,i,1.8,3.5,-7.2,-2.4,1.8
Cc1ccc(N2C(=O)C3C4C=CC(CC4)C3C2=O)cc1Cl (stereo unspecified),-1.1,4.6,1.9,12.1,-0.3,-5.4,7.5,-7.9,-11.0,-1.1
CCc1nnc(NC(=O)CSc2nnc(-c3ccc(S(=O)(=O)N(CC)CC)cc3)n2CC)s1,0.3,24.2,0.8,20.2,i,5.5,-3.6,11.3,-10.3,-4.8
O=C(CN1CCN(C(=O)c2ccc(-c3nc4ccccc4s3)o2)CC1)Nc1ccccc1Cl,/,11.4,1.1,/,-1.1,/,-4.7,7.0,4.6,-13.3
CCOc1ccc(N(CC(=O)N2CCN(c3ccccc3OC)CC2)S(=O)(=O)c2ccc(F)cc2)cc1,/,28.2,0.9,18.8,i,-0.4,-0.7,20.3,3.8,-0.8
CC(C)OC(=O)Cn1cc(C#N)c2ccccc21,-6.7,6.9,-4.7,5.6,i,-2.9,4.2,7.3,-1.9,5.0
CCCCOCCCNC(=O)CN1C(=O)c2ccccc2C1=O,3.9,-1.6,-0.4,23.8,-0.6,9.0,2.5,14.0,-3.8,-0.2
Nc1ccn([C@@H]2O[C@H](CO)[C@@H](O)[C@@H]2O)c(=O)n1,0.3,-4.0,1.1,-6.8,i,-4.0,-0.6,0.3,/,-1.4
Cc1ccc(S(=O)(=O)Cc2ccc(C(=O)N3CCC(C(N)=O)CC3)o2)cc1,-5.5,-2.8,0.0,16.6,-0.3,-5.9,-16.4,3.4,-3.9,-1.7
CCOC(=O)C(NC(=O)CC)(Nc1ccccc1)C(F)(F)F (stereo unspecified),7.0,3.5,/,8.6,-0.2,-5.9,-8.2,-5.2,-3.2,8.2

Screening data (PubChem)
